# FUS yeast rescue – FUS proteinopathy suppression in yeast; Potency, µM (top dose mostly 76.6 µM), for the others: at the highest dose growth rescue (activation), usual class: activators; 0.24% of 390,000 active; S. cerevisiae FUS-expressing, growth rescue, OD600, 24 h;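 note: potency is the fitted concentration of half-maximal effect; plate controls were DMSO vehicle for no effect and reference control for full effect; nearly all actives have a fitted effect of over 55% in size; some results filed as inactive show a strong effect at the top dose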
#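 Read-out: OD at 600 nm after 24hr at 30C, reporting rescue of FUS-induced yeast toxicity. Cells at OD 0.005 in galactose (2%) minimal medium; compounds tested in a dilution series; CP55940 titration from 92uM final as control.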
# IL-2 act – activates IL-2 in a cell-based reporter assay | IL-2 activation reporter assay, cell-based qHTS; stimulated with anti-CD3/CD4/CD28 beads; in transgenic mouse T cells | activation, % (series mostly up to about 46 µM) | 0.065% of 360,000 active; in the data active = activation above about 50%; inconclusive = mostly about 30% to 49%; note: 0% is about no effect
#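 Unstimulated transgenic mouse T cells preincubated 60 min with compound, then stimulated with anti-CD3/anti-CD4-coated beads plus anti-CD28 for 18 h at 37 degrees C. IL-2 response read as EGFP and DsRed fluorescence by plate cytometry.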
# EPAC1 ag – agonists of human EPAC1; EPAC1 agonist qHTS, biochemical assay; response scale: 100% = response to 6.5 mM cAMP; Potency, µM (highest dose often 154 µM), inactives show top-dose activation, usual class: activators; 0.073% of 360,000 active; note: potency is the fitted concentration of half-maximal effect; nearly all actives have a fitted effect of over 60% in size
#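 Nucleotide exchange assay: 100 nM EPAC1 with 250 nM Rap1B loaded with BODIPY-GDP and 50 uM GDP, room temperature. Fluorescence (480/540 nm) read every 5 min for 30 min; signal change normalized to 6.5 mM cAMP as full agonist.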
# Abeta rescue – restores growth of yeast expressing A-beta42 peptide | yeast expressing A-beta42, growth rescue, OD600, 48 h; response scale: 0% DMSO, 100% iron-clioquinol control | Potency, µM (highest dose often 46.1 µM), without a hit: at the highest dose growth rescue, most hits filed as activators | 0.063% of 410,000 active; note: potency is the fitted concentration of half-maximal effect; nearly all actives have a fitted effect of over 55% in size
#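 Yeast growth medium received pinned compounds, then yeast cells expressing toxic A-beta were added; plates incubated at 30 C for 48 hr. Growth read as absorbance at 600 nm, normalized to DMSO and equimolar FeCl3 plus clioquinol controls.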
# EPAC1 antag – EPAC1 (human) antagonism. Potency, µM (top dose mostly 115 µM), inactives show at the top dose activity change, negative = inhibition, hits mostly inhibitors. AID 720709. O95398. 0.14% of 360,000 active. EPAC1 GEF assay, Rap1b-BODIPY-GDP exchange fluorescence;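 note: potency is the fitted concentration of half-maximal effect; plate controls were vehicle for no effect and positive control for full effect; nearly all actives have a fitted effect of over 50% in size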
# WRN helicase inh – inhibitors of human WRN helicase. AID 651768. 0.46% of 360,000 active. WRN helicase unwinding, fluorescent forked duplex, kinetic. Q14191. Potency, µM (highest dose often 114 µM), without a hit: at the top dose activity change, negative = inhibition, most hits filed as inhibitors; note: potency is the fitted concentration of half-maximal effect; % is set by controls: 0 for no effect and ±100 for the full control effect; nearly all actives have a fitted effect of over 55% in size
#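 WRN at 20 nM final was preincubated with compound for 15 min at room temperature; reaction started with 100 nM forked duplex oligonucleotide carrying fluorophore and quencher plus 2 mM ATP (final). Unwinding followed kinetically by red fluorescence (ex 525/em 598 nm).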
# PLK1 PBD block – PLK1 (human) polo-box domain binding inhibition; P53350; Plk1 PBD binding of FITC phosphopeptide, fluorescence polarization; Potency, µM, without a hit: max response, negative = inhibition, most hits filed as inhibitors; 2.8% of 360,000 active; AID 720504; note: potency is the fitted concentration of half-maximal effect; series mostly up to about 57 µM; % is set by controls: 0 for no effect and ±100 for the full control effect; nearly all actives have a fitted effect of over 65% in size
# Target sequence (P53350 whole entry, looked up, the tested form may be a part): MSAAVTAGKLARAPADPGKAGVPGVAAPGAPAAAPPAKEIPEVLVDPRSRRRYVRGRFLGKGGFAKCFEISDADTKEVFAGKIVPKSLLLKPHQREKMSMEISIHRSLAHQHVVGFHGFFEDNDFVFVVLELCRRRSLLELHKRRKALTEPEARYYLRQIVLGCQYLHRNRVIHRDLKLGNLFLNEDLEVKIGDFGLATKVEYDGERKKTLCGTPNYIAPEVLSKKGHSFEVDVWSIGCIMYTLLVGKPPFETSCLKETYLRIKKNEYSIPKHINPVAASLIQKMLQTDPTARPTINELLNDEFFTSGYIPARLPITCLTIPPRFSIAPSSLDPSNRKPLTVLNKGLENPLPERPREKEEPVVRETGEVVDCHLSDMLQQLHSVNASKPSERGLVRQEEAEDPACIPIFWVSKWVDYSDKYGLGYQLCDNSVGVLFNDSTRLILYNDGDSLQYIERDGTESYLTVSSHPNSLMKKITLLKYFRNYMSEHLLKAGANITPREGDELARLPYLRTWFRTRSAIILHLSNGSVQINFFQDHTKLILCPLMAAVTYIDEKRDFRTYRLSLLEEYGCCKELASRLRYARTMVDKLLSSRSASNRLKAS
# PI5P4K alpha inh – inhibitors of human PI5P4K alpha | P48426 | PI5P4Kalpha enzyme, ADP-Glo luminescence, 60 min; stronger effect = lower value | max response, % | 1.2% of 330,000 active; active = max response of -50% or lower; inconclusive = between -30% and -50%; inactive = -30% or higher; note: value at the top dose of about 77 µM; % is set by controls: 0 for no effect and ±100 for the full control effect
# Target sequence (P48426 whole entry, looked up): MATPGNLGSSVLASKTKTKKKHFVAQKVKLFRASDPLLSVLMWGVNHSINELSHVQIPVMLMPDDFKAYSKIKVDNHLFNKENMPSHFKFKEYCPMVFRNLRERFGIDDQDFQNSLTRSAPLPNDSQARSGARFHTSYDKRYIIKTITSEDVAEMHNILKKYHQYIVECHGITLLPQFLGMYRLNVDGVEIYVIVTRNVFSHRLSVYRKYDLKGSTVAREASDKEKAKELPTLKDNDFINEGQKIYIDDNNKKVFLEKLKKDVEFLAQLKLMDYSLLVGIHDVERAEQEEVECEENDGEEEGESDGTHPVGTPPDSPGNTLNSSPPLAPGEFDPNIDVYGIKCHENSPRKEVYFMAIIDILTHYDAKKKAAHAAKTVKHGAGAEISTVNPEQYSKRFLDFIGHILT
#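 ADP-Glo luminescence end-point after a 60 min room-temperature kinase reaction. PI5P4Kalpha and substrate in HEPES pH 7.4 buffer with EGTA, 0.1% CHAPS and 5% DMSO; ATP at 5 microM final.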
# Numbers without * were called inactive; u = inconclusive; x = not tested or not shown; [ ] = another dose, or the depositor's remark. Unless noted, calls come from the whole dose curve; as a rule, active = well fitted curve in the direction sought with a large enough effect; inconclusive = small, poorly fitted or top-dose-only effect, or another doubt; inactive = no such curve, though single readings can be large; an effect the other way counts as inactive or inconclusive. This is a random part of the collection; about 4.1% have a hit in one of these screens.
canonical_smiles	FUS yeast rescue	IL-2 act	EPAC1 ag	Abeta rescue	EPAC1 antag	WRN helicase inh	PLK1 PBD block	PI5P4K alpha inh
CCN(CC)C(=O)CC(c1ccc(OC)cc1)c1c(OC)cc(OC)c2ccc(=O)oc12 (stereo unspecified)	14%	-4.0	-15%	-12%	-9%	-12%	-2%	-2
Cc1c(NC(=O)c2ccccc2F)c(=O)n(-c2ccccc2)n1C	-20%	1.2	6%	1%	-5%	-9%	-1%	x
COc1ccc(C(=O)C2CCN(C(=O)c3ccc(F)cc3)CC2)cc1	10%	-0.1	1%	-3%	-17%	-2%	-16%	-2
Cc1ccc(CNC(=O)CCNS(=O)(=O)c2ccc(C)cc2)cc1	-2%	-1.7	3%	-12%	13%	-3%	0%	4
Cc1c(NC(=O)COc2cccc(Br)c2)c(=O)n(-c2ccccc2)n1C	7%	0.8	6%	0%	-1%	16%	-19%	2
C[C@H]1CN([C@@H](C)CO)C(=O)c2cc(Br)cnc2O[C@H]1CN(C)C(=O)c1cccnc1	-27%	-1.8	6%	-7%	5%	0%	-14%	-13
CCN(CC)C(=O)[C@H]1CC(CC(=O)NCCC2=CCCCC2)C(=O)N2CCc3c([nH]c4ccccc34)[C@]12C (stereo partly specified)	36%	-0.5	-12%	-2%	-18%	-4%	-10%	-5
O=C(Nc1ccccc1Cl)Nc1cccnc1Cl	-24%	-3.0	4%	-2%	18%	-7%	0%	1
CCOC(=O)c1cc2sccc2n1CC(=O)OC	-10%	-0.3	5%	-35%[inhibitor]	-28%	6%	u	2
CCOC(=O)N(CC)OC(=O)Nc1ccc(Cl)cc1	-5%	-1.4	2%	4%	-1%	-32%	8.4µM*	x
O=C(C1CC(=O)N(C2CCCC2)C1)N1CCN(c2cccc(C(F)(F)F)c2)CC1 (stereo unspecified)	u	-2.6	-3%	-4%	10%	-10%	-14%	8
CCn1c(=O)c2c(nc(SCC(=O)Nc3ccccc3)n2C)n(C)c1=O	-4%	-2.0	4%	-17%	-5%	-1%	-10%	2
CC(=O)N1c2ccc(S(=O)(=O)NCCC(=O)Nc3ccc(F)cc3)cc2CC1C (stereo unspecified)	0%	0.5	-2%	8%	-22%	11%	0%	3
CCOC(=O)c1c(C)n(CCNC(C)=O)c2ccc(OC)cc12	1%	-1.6	-1%	3%	5%	-5%[57.1 µM]	1%	-6
O=C(COC(=O)c1c(F)cccc1F)c1ccc[nH]1	0%	-4.5	-2%	-14%	-3%	-4%	-1%	-23
CC1CCN(C(=O)/C(=C\c2ccccc2)NC(=O)c2ccccc2)CC1	-5%	-0.6	-2%	8%	-9%	-1%	-6%	-4
CC(=O)Oc1ccc2c(=O)oc(-c3ccc([N+](=O)[O-])cc3)nc2c1	8%	-0.3	8%	-11%	-14%	-1%	-14%	0
Cc1ccccc1-c1nc(-c2ccc(NC(=O)c3cccs3)cc2)no1	21%	-1.0	4%	-10%	-19%	-7%	-3%	16
C=C(C)c1cccc(C(C)(C)NC(=O)N2CCC(C(N)=O)CC2)c1	3%	-5.3	-8%	0%	9%	-29%	-9%	0
CN(C)CCNC(=O)c1c(NC(=O)c2ccccc2)sc2c1CCCC2	6%	2.6	-1%	-14%	6%	6%	1%	-5
Cc1cc(C(=O)N2CCC(Cc3ccccc3)CC2)ccc1[N+](=O)[O-]	11µM*	0.8	17%	-10%	-7%	-8%	1%	x
O=C(CN(C(=O)CNC(=O)c1ccco1)c1ccc(F)c(Cl)c1)NC1CCCCC1	22%	-0.4	2%	10%	14%	7%	-14%	4
O=C(NNC(=O)c1ccc(Br)s1)c1cccc(Cl)c1	-24%	1.0	9%	-28%	-10%	3%	-20%	6
CC1=C2C3OC(=O)C(C)C3CCC2(C)C=CC1=NO (stereo unspecified)	12%	1.7	-6%	10%	-22%	6%	5%	-29
Cn1nc(NC(=O)C(F)(F)F)c2nccnc21	-14%	-0.2	10%	-8%	-24%	2%	-19%	2
CNC(=O)c1cc(C(=O)c2ccc(F)cc2Cl)c[nH]1	-15%	0.4	1%	1%	-1%	0%	-4%	1
CCOc1ccc(NC(=O)COC(=O)CCC(=O)c2cccs2)cc1	-12%	1.7	-6%	-4%	-26%	-5%	-3%	-3
COc1ccc(C(NC(=O)CNC(C)=O)C(=O)Nc2ccc3c(c2)OCCO3)cc1 (stereo unspecified)	5%	-0.4	3%	-15%	15%	-18%	-6%	1
CCN(CC)C(=O)C1CCCN(C/C=C/c2ccccc2[N+](=O)[O-])C1 (stereo unspecified)	-3%	-0.2	5%	5%	-5%	-22%	-2%	-8
Cc1ccc(CNC(=O)C2CC(=O)N(C3CCCC3)C2)cc1 (stereo unspecified)	x	0.4	4%	3%	1%	3%	9%	1

# Just Abeta rescue, PLK1 PBD block and FUS yeast rescue, for 2 of the compounds above:
molecule,Abeta rescue,PLK1 PBD block,FUS yeast rescue
O=C(NNC(=O)c1ccc(Br)s1)c1cccc(Cl)c1,-28%,-20%,-24%
CC1=C2C3OC(=O)C(C)C3CCC2(C)C=CC1=NO (stereo unspecified),10%,5%,12%

# Going on with the list.
canonical_smiles	FUS yeast rescue	IL-2 act	EPAC1 ag	Abeta rescue	EPAC1 antag	WRN helicase inh	PLK1 PBD block	PI5P4K alpha inh
Nc1nc(-c2ccc(F)cc2)cs1	43%	4.2	5%	-16%	u	-7%	u	-3
c1ccc2cc3c(NCCN4CCOCC4)ccnc3cc2c1	-3%	-5.1	-10%	-10%	-19%	-14%	-7%	0
COc1ccc(C(CNc2ccc(C(F)(F)F)cn2)N(C)C)cc1OC (stereo unspecified)	-2%	-2.4	-4%	11%	-4%	3%	-9%	9
COc1cc(C(O)C(=O)O)ccc1O (stereo unspecified)	-19%	0.2	-6%	-15%	-17%	1%	2%	-4
Cn1c(N)c(C(=O)NCc2ccccc2)sc1=S	20%	-1.1	6%	-18%	6%	-6%	19µM*	-13
Cc1ccc(NC(=O)N/C=C/c2ccco2)cc1C	u	0.2	5%	16%	2%	-32%[57.1 µM]	4%	-57*
CCc1cccc(Nc2c([N+](=O)[O-])cc(C(=O)N3CC(=O)Nc4ccccc43)cc2[N+](=O)[O-])c1	-12%	-1.7	-2%	1%	-28%	-4%	-4%	-3
CC(=O)c1cccc(NC(=O)c2cccc3c(-c4cccc(C(N)=O)c4)coc23)c1	1%	-0.5	-4%	-12%	-25%	-16%	-7%	-29
CCN(CC(=O)Nc1ccc(OC)cc1)CC(=O)Nc1ccc2c(c1)OCO2	x	-4.3	-2%	-5%	3%	-20%	-5%	-2
CCOc1ccccc1N(CC(=O)NC1CCCC1)S(=O)(=O)c1ccc(C)cc1	33%	1.9	-6%	-15%	u	7%	-12%	11
c1cnc2c(-c3cccc4nccn34)cccc2c1	-13%	-0.6	-4%	21%	-1%	3%	-1%	-5
CC1NC(=O)c2cc3ccccc3cc2-n2c1nc1cc(F)ccc1c2=O (stereo unspecified)	-4%	-1.8	-2%	-9%	-5%	-6%	-6%	-3
O=C(O)c1cccc(Cn2c(Cl)c(/C=N/NC(=O)c3ccccc3O)sc2=O)c1	-10%	-0.6	1%	-4%	u	-19%	-7%	u
COc1ccc(/C=N/S(=O)(=O)CCc2ccccc2)c(OC)c1	4%	-0.2	-3%	1%	32%[activator]	-1%[57.1 µM]	u	-10
CC(=O)c1ccc(S(=O)(=O)N(C)CC(=O)N2CCCCCC2)cc1	6%	-0.8	-6%	0%	-12%	3%	5%	-1
COc1ccc(Cn2c(=O)[nH]c3cc(C(=O)N4CCN(c5ccccn5)CC4)ccc3c2=O)cc1	5%	0.6	-3%	6%	1%	2%	-3%	-8
CC1CN(S(=O)(=O)c2cccc(C(=O)Nc3cc(Cl)ccc3N3CCOCC3)c2)CC(C)O1 (stereo unspecified)	u	0.7	5%	13%	-5%	-10%	-1%	8
CCC(C)NC(=O)c1oc2ccc(S(=O)(=O)N3CCC4(CC3)OCCO4)cc2c1C (stereo unspecified)	11%	-0.7	1%	7%	-3%	-4%	-8%	3
O=C(c1ccc(OC2CCN(Cc3ccccn3)CC2)cc1)N1CCC[C@H]1CO	x	1.1	-3%	5%	2%	-8%	-3%	8
CCN(CC)S(=O)(=O)c1cc(NC(=O)COC(=O)CCC(=O)c2cccs2)ccc1C	27%	0.0	13%	2%	-15%	-5%	-9%	-2
c1ccc2sc(SCSc3nc4ccccc4s3)nc2c1	2%	1.3	6%	12%	-2%	2%	-9%	7
Cc1cccn2c(=O)c3cc(C(=O)N4CCOCC4)n(C)c3nc12	x	-2.4	4%	1%	-5%	-33%	-4%	4
O=C(Cn1cnc([N+](=O)[O-])n1)N/N=C/c1cccc2ccccc12	26%	-1.4	-1%	4%	-28%	-27%[57.1 µM]	-11%	-10
CCN(C(=O)CSc1nnc(C)n1-c1ccccc1)C1CCS(=O)(=O)C1 (stereo unspecified)	26%	-0.9	-2%	-9%	0%	-24%	-8%	1
NCCCC[C@@H]1NC(=O)c2cc([N+](=O)[O-])cc(I)c2SC[C@@H](C(N)=O)NC(=O)[C@H](CCC(N)=O)NC1=O	8%	1.3	-3%	2%	5%	50%[activator]	-10%	1
Cc1ccc(Cn2ccc(C3CC3)n2)cc1	-1%	-1.3	1%	11%	7%	0%	-13%	-3
O=C1C=CC(=Nc2ccc3c(c2)Cc2ccccc2-3)O1	23%	1.1	13%	-27%	-8%	-10%	-5%	u
Cc1ccc(C2=NOC3(CC(=O)N(c4ccc(C)cc4)C3=O)C2)cc1 (stereo unspecified)	-1%	0.2	-1%	9%	-8%	-6%	-3%	6
C=C1CCC(C)C(C)(CCC2=CCOC2=O)C/C=C\C=C/1C(=O)O (stereo unspecified)	-10%	-0.2	9%	-1%	-5%	-15%	-8%	-20
CC(C)n1c(=S)[nH]c2scc(-c3cccs3)c2c1=O	35%	1.0	7%	u	-23%	-33%	27µM*	-82*
C=CCC(C#Cc1ccccc1)N(C)C (stereo unspecified)	-31%	-1.7	-3%	24%	7%	-21%[57.1 µM]	-3%	1
Cc1cn(C)c(=O)n(C)c1=O	-17%	0.9	-4%	1%	-7%	10%	-8%	-3
